Bioassay records deposited in PubChem BioAssay by Sanford-Burnham Center for Chemical Genomics.
SENP8 block-1: inhibitors of human SENP8 protease; purified SENP8, Z-RLRGG-aminoluciferin cleavage, luminescence; AID 2540; 1.2% of 330,000 active; inhibition, % at 10 µM; Q96LD8; in the data active = inhibition above about 50%
Target sequence (Q96LD8 whole entry, looked up): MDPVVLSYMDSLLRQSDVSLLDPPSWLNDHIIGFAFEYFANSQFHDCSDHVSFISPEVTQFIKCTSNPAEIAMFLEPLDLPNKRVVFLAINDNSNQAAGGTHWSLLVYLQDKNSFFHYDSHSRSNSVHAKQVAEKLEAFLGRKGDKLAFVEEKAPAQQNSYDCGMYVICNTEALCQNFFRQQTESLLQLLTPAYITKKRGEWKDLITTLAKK
HKDC1 inh: HKDC1 (human) hexokinase inhibition | Q2TB90 | recombinant HKDC1, G6PDH/diaphorase resazurin coupled fluorescence | inhibition, % at 20 µM | 0.16% of 340,000 active;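 active = inhibition above about 35% when tested at 20 µM, limit read from the data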;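 note: plate controls were DMSO wells with enzyme for no effect and DMSO wells lacking enzyme for full effect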
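Test system: recombinant HKDC1 (HK5) hexokinase enzyme, produced in-house / Doses: 20 µM test compound, 1% DMSO / Timing: 90 min, room temperature / Detection: G6PDH/diaphorase-coupled fluorescence, 1 mM NADP, 100 µM resazurin, 525/613 nm / Control set: DMSO wells with and without enzyme mix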
Apaf1 inhib: inhibitors of human Apaf-1 apoptosome; O14727; reconstituted apoptosome caspase-3 activity, DEVD-Rh110 fluorescence; inhibition, % at 20 µM; 0.71% of 330,000 active; AID 489030; active = inhibition of at least 40% at 20 µM;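 note: plate controls were DMSO wells for no effect and DEVD-CHO caspase inhibitor wells for full effect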
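Material: reconstituted apoptosome with Apaf-1, cytochrome c, caspase-9, procaspase-3, dATP / Buffer or medium: pH 7.5 Hepes buffer with CHAPS, BSA, DTT / Also added: cytochrome c with DEVD-Rh110 / Schedule: compound with Apaf-1, dATP, procaspase-3 30 min, then 50 min reaction, room temperature / Technique: rhodamine 110 fluorescence at Ex 480/Em 540 nm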
PfGluPho inh: PfG6PD (Plasmodium falciparum) enzyme inhibition; PfGluPho enzyme, NADPH resazurin-diaphorase fluorescence; AID 504690; inhibition, % at 20 µM; 0.78% of 350,000 active;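 active = inhibition reaching at least a set limit at 20 µM in the primary screen, cut at about 59% in these data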;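 note: 0% = DMSO wells with substrate and 100% = DMSO wells lacking glucose-6-phosphate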
SENP1 inh: SENP1 (human) catalytic domain inhibition; inhibition, % at 10 µM; recombinant SENP1 catalytic domain, CyPet-SUMO1-YPet FRET cleavage; AID 624204; Q9P0U3; 0.21% of 360,000 active;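 active = inhibition at least 30% at 10 µM, raw YFP signal under a set limit, fluorescence ratio 0.5 to 1.5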;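 note: 0% = enzyme with DMSO and 100% = no enzyme wells; some results filed as inactive read as strong as hits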
Target sequence (Q9P0U3 419-644 limits assumed): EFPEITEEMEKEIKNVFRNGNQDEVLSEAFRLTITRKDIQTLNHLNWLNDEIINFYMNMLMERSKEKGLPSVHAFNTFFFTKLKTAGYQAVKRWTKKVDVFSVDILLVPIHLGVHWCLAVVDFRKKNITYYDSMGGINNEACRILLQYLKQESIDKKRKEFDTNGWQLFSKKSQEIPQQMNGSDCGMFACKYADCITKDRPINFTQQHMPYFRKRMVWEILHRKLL
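System: Recombinant human SENP1 catalytic domain, His6-tagged | Incubation: Enzyme reaction for 50 min at room temperature, dark | Medium: Tris pH 8 with BME, BSA, NP40 and catalase | Also added: 25 nM SUMO1 FRET substrate | Compound: 10 µM single point, 0.5% DMSO | Measured by: FRET fluorescence in CFP and YFP emission channels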
SENP6 block: blocks the human protease SENP6. Q9GZR1. Recombinant SENP6 catalytic domain, aminoluciferin luminescence. inhibition, % at 10 µM. 1.8% of 330,000 active;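 active = inhibition above about 50% at the single tested dose, limit read from the data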;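 note: plate controls were DMSO wells with enzyme for no effect and DMSO wells lacking enzyme for full effect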
Target sequence (Q9GZR1 628-1112 limits assumed): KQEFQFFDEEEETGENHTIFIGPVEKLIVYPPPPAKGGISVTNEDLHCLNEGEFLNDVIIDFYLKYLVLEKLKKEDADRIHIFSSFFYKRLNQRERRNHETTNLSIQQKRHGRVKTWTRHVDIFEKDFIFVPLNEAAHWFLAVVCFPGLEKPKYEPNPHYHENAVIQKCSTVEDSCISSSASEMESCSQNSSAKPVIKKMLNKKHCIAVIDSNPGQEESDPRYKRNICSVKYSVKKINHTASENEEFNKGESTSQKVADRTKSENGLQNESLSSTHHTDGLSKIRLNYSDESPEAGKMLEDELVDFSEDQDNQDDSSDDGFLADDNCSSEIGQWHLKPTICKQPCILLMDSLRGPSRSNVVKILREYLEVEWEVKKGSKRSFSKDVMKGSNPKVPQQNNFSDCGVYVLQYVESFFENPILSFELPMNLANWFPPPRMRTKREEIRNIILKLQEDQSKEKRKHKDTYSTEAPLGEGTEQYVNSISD
SENP8 block-2: inhibitors of human SENP8 protease; Q96LD8; recombinant SENP8, Nedd8 substrate fluorescence; inhibition, % at 20 µM; 0.64% of 360,000 active; AID 602440; in the data active = inhibition mostly above about 40%, no sharp cut-off; inactive = mostly below about 27%
SENP7 inh: inhibitors of human SENP7 protease; inhibition, % at 5 µM; 1.5% of 330,000 active; recombinant SENP7, Z-RLRGG-aminoluciferin luminescence, 40 min; Q9BQF6;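 active = inhibition above about 50% at the single test dose, limit read from the data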;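 note: plate controls were DMSO with enzyme for no effect and no enzyme buffer wells for full effect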
An asterisk follows results filed as active; nt = not tested or not shown.

SMILES	SENP8 block-1	HKDC1 inh	Apaf1 inhib	PfGluPho inh	SENP1 inh	SENP6 block	SENP8 block-2	SENP7 inh
Cc1ccc(-c2cc(C(=O)N/N=C/C=C/c3ccco3)c3ccccc3n2)cc1C	-11	-4	14	23	1	16	-120	11
FC(F)(F)c1cccc(Sc2nc(-c3ccccc3)nnc2C(F)(F)F)c1	2	2	1	15	1	10	13	3
Cc1nn(C)cc1/C=C(/C#N)C(N)=O	-8	-3	1	-13	2	-12	12	-9
CC(=O)N=C1SC2CS(=O)(=O)CC2N1c1ccc(-c2nc3ccc(C)cc3s2)cc1 (stereo unspecified)	1	nt	10	nt	nt	-20	nt	-9
COc1cc(NS(=O)(=O)c2c(C)oc3c(F)c(F)c(F)c(F)c23)cc(OC)c1OC	-2	-3	5	9	1	-16	0	13
Cc1cc(C)cc(-n2c(SCC(=O)Nc3cccc(S(=O)(=O)NC4=NCCCCC4)c3)nc3ccccc3c2=O)c1	1	17	13	-36	2	-7	3	7
O=C(OCC(=O)N(CCc1ccccc1)Cc1ccccc1)c1cccc(O)c1	-1	-1	8	20	-2	-8	-12	1
CC1CC(C)CN(C(=O)CSCC(=O)O)C1 (stereo unspecified)	0	-5	-5	-16	0	-5	18	2
CC(=O)N[C@@H](Cc1c[nH]c2ccccc12)C(=O)OCC(=O)NCc1ccc2c(c1)OCO2	1	-5	-13	4	1	-2	16	-3
c1csc(-c2cn3ccc4ccccc4c3n2)c1	80*	-1	7	22	-7	89*	-436	86*
Cc1cccc2cc(C(c3nnnn3CC3CCCO3)N3CCOCC3)c(=O)[nH]c12 (stereo unspecified)	2	0	12	-7	1	12	4	10
COc1ccc(S(=O)(=O)Nc2cccc(F)c2)cc1C	-2	-6	-8	-5	1	3	3	3
CC(Oc1ccc(Cl)cc1Cl)C(=O)N/N=C1\CCCc2ccccc21 (stereo unspecified)	0	-10	10	-10	1	1	9	-4
CCCn1c(-c2ccc(F)cc2)n[nH]c1=S	6	-7	-11	21	0	-3	3	2
O=[N+]([O-])c1cccc(CNC2CCCCCC2)c1	3	2	-1	-5	3	15	33	0
O=C(COc1coc(CN2CCc3ccccc3C2)cc1=O)Nc1ccc([N+](=O)[O-])cc1	-8	-7	2	6	-3	-20	13	13
Cc1ccc(S(=O)(=O)NCCC(=O)Oc2ccc3ccc(=O)oc3c2)cc1	-8	1	10	12	-71	-24	-403	-2
COc1cc(NC(=O)c2cccc(F)c2)cc(OC)c1OC	-2	-6	-5	1	1	-7	17	-4
O=C(CN(Cc1ccccc1F)S(=O)(=O)c1ccc(Cl)cc1)NCCC1=CCCCC1	-11	-4	19	24	-3	-5	27	-3
COc1cc(C(=O)Nc2cc(C)nn2-c2ccccc2)cc(OC)c1OC	6	-5	5	-5	3	-7	8	2
CCn1nnnc1NC(=O)c1cc(Cl)c(OC)c(Cl)c1	-4	-6	1	0	-1	16	12	-3
CC(C)C(=O)Nc1nc2c(c(=O)[nH]1)CCCC2	3	-2	4	-1	0	-14	8	1
CC(NC(=O)c1ccc(N(C)C)cc1)C1CC2CCC1C2 (stereo unspecified)	nt	-6	nt	-11	0	nt	-3	nt
CCOc1cc(CN2CCCC(N3CCc4ccccc4C3)C2)ccc1O (stereo unspecified)	-8	-1	9	-11	-2	13	8	-23
O=C(COC(=O)Cc1ccccc1F)NNC(=O)c1ccc(Cl)cc1	-8	0	5	-21	3	-1	1	3
Cc1nn(Cc2c(Cl)cccc2Cl)c(C)c1NC(=O)c1cn(-c2ccccc2)nc1-c1ccccc1	9	4	22	-11	1	5	11	3
Brc1ccccc1-c1nnc(CSc2nnnn2-c2ccccc2)o1	1	-2	-12	-12	-1	-13	4	8
CCOC(=O)c1c(C)n(C)c2cc(Br)c(C(=O)OC)cc12	-4	2	10	-6	3	-19	37	-9
CCCN1CCN(CCCNC(=O)c2cc3c(=O)[nH]c4ccccc4c3s2)CC1	1	1	6	15	0	2	-371	9
CC(C)Cn1c(N)c(C(=O)COC(=O)c2ccncc2)c(=O)n(C)c1=O	-6	-4	2	-15	0	4	2	-2
CCn1c(=O)n(CC(=O)Nc2cc(OC)c(OC)c(OC)c2)c(=O)c2ccccc21	0	-11	-15	-12	6	6	8	-2
O=[N+]([O-])c1ccccc1Sc1nccn1Cc1ccccc1	1	14	-7	27	3	-3	30	-2
Cc1ccc(C)c(S(=O)(=O)N2CCC(c3nc4c(nnn4Cc4ccc(F)cc4)c(=O)[nH]3)CC2)c1	3	7	28	-4	2	0	23	7
C#CCOCCOCCOCCNc1nc(N2CCN(C(=O)[C@H](CCCCN)n3cc(CN)nn3)CC2)nc(N2CCN(C(=O)[C@H](CO)n3cc([C@@H](N)C(C)C)nn3)CC2)n1	-3	2	13	5	-1	-14	21	0
COc1ccccc1/C=N/NC(=O)c1cc2c(ccc3ccccc32)o1	0	-3	24	-4	-1	-3	-419	-1
O=C(N/C(=C\c1ccc([N+](=O)[O-])cc1)C(=O)N1CCCCC1)c1ccccc1	-4	-6	14	4	7	-7	-9	-9
CCN(CC)c1nc(Oc2ccc(C(=O)NN)cc2)nc(Oc2ccc(C(=O)NN)cc2)n1	3	0	9	-8	1	25	5	4
COc1ccc(C(CC(=O)Nc2nccs2)C(C)C)cc1 (stereo unspecified)	1	1	4	20	1	5	6	-3
O=C(CSc1ncn[nH]1)Nc1ccc(Br)cc1Br	-6	3	-2	-15	0	-24	8	-5
C#Cc1ccc(CN2CCN(CCc3ccccc3)C(CCO)C2)cc1 (stereo unspecified)	-1	-6	3	-3	-3	-6	4	0
CSc1nnc(-c2ccco2)c(-c2ccco2)n1	12	15	20	51	9	21	38	7
CCOC(=O)C1CCCN(CCC(=O)Nc2ccc3c(c2)CCC3)C1 (stereo unspecified)	-5	4	-11	9	2	2	2	13
Cc1onc(-c2ccccc2)c1C(=O)OCC(=O)N1CCC(C)CC1	2	-2	4	4	2	-4	5	7
CCCOc1ccc(NC(=O)OC2CCN(C)CC2)cc1	3	-14	-5	5	-1	-3	10	2
CN(Cc1cn(-c2ccccc2)nc1-c1ccc(Cl)cc1)C(=O)CCC(=O)O	10	10	4	-10	3	3	40*	-1
C/C(CC(=O)Nc1ccc2c(c1)OCCO2)=N\NC(=O)c1ccccc1Cl	-3	-4	-3	-17	0	10	-2	1
CC(C)CNc1ncnc2c1cnn2Cc1ccccc1Cl	-3	0	2	10	2	2	11	3
CCCCCc1c(O)c2ccccc2[nH]c1=O	-5	-1	5	14	0	-3	-56	-5
CN(C)c1ccc(NC(=O)C(=O)C2C(=O)Nc3ccccc32)cc1 (stereo unspecified)	-8	-1	-9	-23	3	14	14	0
CCCn1c(-c2ccc[nH]c2=O)nc2ccccc21	-9	-6	4	6	0	-36	-389	-2
Cc1ccc(C)c(NC(NC(=O)c2ccccn2)C(Cl)(Cl)Cl)c1 (stereo unspecified)	-1	-2	13	-7	3	-23	7	-8
Cc1cc(C)n(-c2nc(SCCN(C)C)c3c4c(sc3n2)COC(C)(C)C4)n1	-10	-4	-3	5	0	-17	-60	-8
Cc1cc(=O)[nH]c(SCC(=O)Nc2cc(S(=O)(=O)N3CCCC3)ccc2Cl)n1	0	0	-18	-10	1	-21	-18	1
CCOc1ccccc1N1Cc2ccccc2C1	-7	2	6	7	-6	-6	0	-3
CN(C)/C=N/c1cc(=O)[nH]c(=O)n1C	-2	-2	-1	-5	1	-11	10	-7
COc1cccc(NC(=O)CN(c2cccc(C(F)(F)F)c2)S(C)(=O)=O)c1	1	2	11	4	1	0	18	-2
COc1ccc(N2CCN(C(=O)NCc3ccc(C)cc3)CC2)cc1	2	3	2	1	2	-6	-19	8
O=C(COc1ccc2ccccc2c1)Nc1ccccc1C(=O)O	34	0	-6	-16	0	55*	-6	7
CN(C(=O)CCc1ccccc1)c1nnc(-c2ccncc2)s1	0	4	3	-9	0	4	-9	11
COC(=O)N/N=C/c1ccccc1Cl	4	-4	4	-18	2	9	18	-2

(more compounds)
SMILES	SENP8 block-1	HKDC1 inh	Apaf1 inhib	PfGluPho inh	SENP1 inh	SENP6 block	SENP8 block-2	SENP7 inh
O=C(CCNC(=O)c1ccccc1Cl)Nc1cccc(S(=O)(=O)N2CCCC2)c1	-18	-4	13	18	2	-12	0	-4
COc1ccc(NC(=O)CSc2nc(=O)n(CCN3CCOCC3)c3c2CCCC3)c(OC)c1	-1	0	6	3	2	-6	23	2
Cc1ccc(NC(=O)CCN2CCC(C)CC2)cc1	-23	-5	-12	-10	3	-18	11	14
COc1cccc(-n2ccnc2SCC(=O)Nc2nccs2)c1	0	2	-1	-11	0	7	16	-1
Cc1cc(C)cc(NC(=O)CC2Oc3ccc(C)cc3NC2=O)c1 (stereo unspecified)	5	0	10	-5	1	10	11	5

Compounds from the list above with fluorine:
SMILES	SENP8 block-1	HKDC1 inh	Apaf1 inhib	PfGluPho inh	SENP1 inh	SENP6 block	SENP8 block-2	SENP7 inh
FC(F)(F)c1cccc(Sc2nc(-c3ccccc3)nnc2C(F)(F)F)c1	2	2	1	15	1	10	13	3
COc1cc(NS(=O)(=O)c2c(C)oc3c(F)c(F)c(F)c(F)c23)cc(OC)c1OC	-2	-3	5	9	1	-16	0	13
COc1ccc(S(=O)(=O)Nc2cccc(F)c2)cc1C	-2	-6	-8	-5	1	3	3	3
CCCn1c(-c2ccc(F)cc2)n[nH]c1=S	6	-7	-11	21	0	-3	3	2
COc1cc(NC(=O)c2cccc(F)c2)cc(OC)c1OC	-2	-6	-5	1	1	-7	17	-4
O=C(CN(Cc1ccccc1F)S(=O)(=O)c1ccc(Cl)cc1)NCCC1=CCCCC1	-11	-4	19	24	-3	-5	27	-3
O=C(COC(=O)Cc1ccccc1F)NNC(=O)c1ccc(Cl)cc1	-8	0	5	-21	3	-1	1	3
Cc1ccc(C)c(S(=O)(=O)N2CCC(c3nc4c(nnn4Cc4ccc(F)cc4)c(=O)[nH]3)CC2)c1	3	7	28	-4	2	0	23	7
COc1cccc(NC(=O)CN(c2cccc(C(F)(F)F)c2)S(C)(=O)=O)c1	1	2	11	4	1	0	18	-2

Random draw from the library; any-hit rate near 3.6%.
